# Screening results: PubChem BioAssay, several laboratories
# Hep lipid drop: hepatic lipid droplet formation modulation; AML12 mouse hepatocytes, oleate lipid droplets, BODIPY imaging; inhibition, % at 6.5 µM; actives 0.4% (n = 240,000);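 active = lipid droplet intensity inhibited by at least 50%, with more than 500 cells counted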
#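 Assay system: AML12 hepatocytes (mouse); Probe or stimulus: oleic acid at 100 µM to induce lipid droplet formation; Dosing: compound at 6.5 µM only; Schedule: compound with oleate, overnight; Detection: fluorescence imaging, 20x objective, two fields per well; Measure: % inhibition of lipid droplet signal.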
# XIAP displacement: XIAP antagonists, biochemical, IAP family, fluorescence polarization (AID 1018); actives 0.007% (n = 200,000); displacement, % at 20 µM; hits with a dose series show IC50 in µM; XIAP BIR domain, fluorescence polarization peptide displacement; higher % means a stronger effect; in the data active = displacement above about 50%; note: a part of the inactive calls stands beside numbers as strong as those of hits
# PMI inhibitors: MPI enzyme activity inhibition – biochemical, fluorescence intensity, coupled assay, primary screen (AID 1209); purified PMI enzyme, coupled fluorescence intensity; higher % means a stronger effect; inhibition, % at 20 µM, or IC50 in µM where a hit was titrated; actives 0.42% (n = 190,000);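 note: plate controls were DMSO vehicle for no effect and wells lacking substrate for full effect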
# K1F lysis inhibition: protection from phage-mediated lysis, alamar blue read-out – E. coli UTI89, K1F phage, bacterial capsule biogenesis inhibitors (AID 488966); inhibition, % at 100 µM, or IC50 in µM where a hit was titrated; E. coli UTI89 K1F phage lysis, alamar blue, 2 h; higher % means a stronger effect; actives 0.02% (n = 340,000);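 active = phage lysis inhibition, versus mean bacterial control, above a set limit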;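 note: capsule biogenesis inhibitors block K1F phage lysis so surviving cells raise fluorescence; higher fluorescence means more inhibition of phage lysis; actives were called in the ten point dose series up to 300 µM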
# Siah-1 displacement: Siah-1 peptide-binding antagonists, primary screen, biochemical, fluorescence polarization, rhodamine-plectin, uHTS (AID 1817); displacement, % at 20 µM; hits with a dose series show IC50 in µM; actives 0.02% (n = 290,000); Siah-1 / rhodamine-plectin peptide fluorescence polarization; higher % means a stronger effect;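 active = displacement of at least 50% at 20 µM, with a fluorescence ratio check between 0.3 and a set limit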;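 note: plate controls were Siah plus tracer with DMSO for no effect and tracer alone without Siah for full effect; strong numbers were not always called active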
# P. falciparum M17LAP: P. falciparum M17LAP inhibitors, primary screen, biochemical, fluorogenic H-Leu-NHMec substrate, 1536-well (AID 1619) | recombinant M17LAP, H-Leu-NHMec fluorogenic kinetic assay; higher % means a stronger effect | actives 0.38% (n = 220,000) | inhibition, % at 30 µM, or IC50 in µM where a hit was titrated;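 active = compound inhibiting the enzyme by more than half at any dose during confirmatory dose-response retesting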;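 note: plate controls were full reaction with DMSO carrier for no effect and no enzyme background for full effect; strong numbers were not always called active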
# TNAP activators: stimulation of alkaline phosphatase TNAP activity – biochemical, luminescent, no phosphate acceptor, uHTS, primary screen (AID 1001). purified TNAP, luminescent activation assay, no phosphate acceptor; higher activation fold means a stronger effect. activation fold at 20 µM; hits with a dose series show EC50 in µM. actives 0.03% (n = 200,000); in the data active = activation fold from about 3, or a potency from the dose series; inactive = the rest, 99 in 100 with activation fold below about 1.6; note: many of its hits are not listed in these tables
# human PMI inhibitors: human PMI inhibitors, high substrate, primary screen, biochemical, fluorescence intensity, high mannose 6-phosphate (AID 1220); recombinant PMI enzyme, coupled fluorescence intensity; higher % means a stronger effect; inhibition, % at 20 µM, or IC50 in µM where a hit was titrated; actives 0.66% (n = 190,000)
# M1AAP inhibition: P. falciparum M1AAP inhibitors, biochemical, fluorogenic H-Leu-NHMec substrate, 1536-well (AID 1445). actives 0.42% (n = 220,000). inhibition, % at 30 µM, or IC50 in µM where a hit was titrated. recombinant M1AAP, H-Leu-NHMec fluorogenic kinetic assay; higher % means a stronger effect;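 active = primary inhibition above the hit cutoff, then over 50% inhibition at one or more dose response concentrations, cut at about 23% in these data, passing the limit was not always enough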;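 note: plate controls were DMSO full reaction for no effect and no enzyme background for full effect; strong numbers were not always called active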
# Hep lipid drop cells 6.5 µM: recorded beside Hep lipid drop, whose call it bears; cell count; measured here: cell count, cytotoxicity flag;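 cells counted across two imaged fields per well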
# * marks the source's active call; other numbers are inactive results; . = no result given; [ ] = remark or other dose. Cut-off read from the data, not from the text of the source, unless noted: active = inhibition above about 50%; inactive = the rest. Random draw from the library; about 1.9% have a hit in one of these screens.
SMILES,Hep lipid drop,Hep lipid drop cells 6.5 µM,XIAP displacement,PMI inhibitors,K1F lysis inhibition,Siah-1 displacement,P. falciparum M17LAP,TNAP activators,human PMI inhibitors,M1AAP inhibition
CC(C)(C)c1csc(CS(=O)(=O)c2ccccn2)n1,-27,535,.,.,0.5%,-4%,-3%,.,.,-4%
O=c1[nH]nc(Cc2ccc(Cl)cc2Cl)c2ccccc12,4,801,-0.4%,-9%,1.6%,-3%,-10%,1,-9%,7%
N#CCCN(CCC#N)C(=O)c1ccc(Cl)cc1,.,.,0.4%,1%,0.8%[50 µM],1%,-9%,1.1,7%,1%
CCOC(=O)C1CCCN(CCC(=O)Nc2cc(C)ccc2C)C1 (stereo not given),3,723,12%,2%,-0.2%,5%,9%,1.1,12%,4%
CCCN1C(=O)c2cc(C(=O)NCc3cccs3)ccc2C1O (stereo not given),.,.,-1.5%,0%,.,5%,-1%,1.2,3%,-1%
CCN(Cc1ccncc1)Cc1nc(-c2ccc(C(=O)OC)cc2)no1,2,662,-3.0%,3%,3.3%,-6%,-5%,1,3%,-3%
CC(CCc1ccco1)NC(=O)Cn1ncc2c(=O)oc3ccccc3c21 (stereo not given),-16,726,-6.0%,-8%,3.5%,18%,-5%,1.1,-12%,3%
CC(C)=C1C2CC2C2C(C(=O)O)C12 (stereo not given),.,.,-2.5%,0%,0.3%,3%,12%,1.1,4%,-1%
Cc1nn(Cc2ccc([N+](=O)[O-])cc2)c(=O)n1-c1cccc(Cl)c1,6,641,-12%,-10%,0.2%,3%,1%,1,-9%,6%
O=P(COCCOCCOCP(=O)(c1ccccc1)c1ccccc1)(c1ccccc1)c1ccccc1,-11,688,-3.5%,4%,-2.0%,2%,.,1.1,6%,.
O=C(Nc1cccnc1)c1cnn2cccnc12,17,751,-0.9%,0%,0.1%,4%,0%,1.1,-2%,10%
CN1CCc2c(sc3nc(SCC(=O)N4CCOCC4)nc(N)c23)C1,.,.,-5.6%,3%,-0.5%,0%,-40%,1.2,35%,12%
Cc1nonc1NC(=O)CSc1nc2c(C)cccc2cc1C#N,-9,671,-6.1%,-17%,-0.2%,0%,33%,1.1,-7%,0%
CCCC/C(C)=N/NC(=O)C(=O)NCCc1ccccc1,.,.,-1.4%,0%,-0.3%,6%,-4%,1.1,-1%,5%
COc1cc(/C=C2/SC(=S)NC2=O)ccc1OS(=O)(=O)c1ccc(C)cc1,-34,599,-4.0%,42%,0.0%,15%,0%,1.3,23%,52µM*
CCOC(=O)c1nn(-c2ccc(Cl)cc2Cl)c(=N)c(C#N)c1C,0,687,.,.,.,-2%,4%,.,.,8%
O=C1CCCN1CC(CN1CCOCC1)Sc1nc2ccccc2c(=O)n1-c1ccccc1 (stereo not given),.,.,1.0%,-33%,0.3%,1%,.,1.1,-27%,.
Fc1ccc(N2CCN(c3nc(-c4ccco4)cc(C(F)(F)F)n3)CC2)cc1,.,.,-1.8%,14%,0.5%,1%,-1%,1.1,12%,9%
O=C(CSc1nnc(-c2ccccc2Br)o1)Nc1cccc2ccccc12,2,703,-0.8%,25%,-0.3%,2%,6%,1.2,26%,1%
CCOc1cc(CNc2ccc3c(c2)OCCO3)cc(Br)c1OC,-48,533,0.1%,17%,0.4%,-4%,17%,1.1,17%,1%
CCCn1c(N)c(C(=O)CSc2nc3ccccc3c(=O)n2-c2ccc(OC)cc2)c(=O)[nH]c1=O,1,661,-8.4%,-7%,2.6%,-12%,9%,0.9,0%,8%
CCc1nnc(N/N=C/c2ccccc2F)n1N,-2,702,-7.2%,-27%,-1.4%,5%,11%,1.1,5%,5%
Cc1ccc(-c2cnc(NC(=O)CCC(=O)N(C)Cc3ccccc3)n2C)cc1,.,.,-1.5%,22%,0.4%,3%,2%,1.1,25%,3%
Cc1cc(C)n(-c2nncc(-c3ccccc3)n2)n1,.,.,-0.6%,0%,0.1%,-2%,5%,1.1,-4%,4%
CCOc1ccc(NC(=S)Nc2ccc(C)c([N+](=O)[O-])c2)cc1,10,793,-7.1%,5%,-0.1%,0%,7%,1.1,-2%,4%
Cc1ccccc1-n1nc(C)c(N=O)c1N,-12,584,-3.8%,-3%,1.2%,2%,10%,1,-3%,-1%
O=C(CN1CCCN(S(=O)(=O)c2ccc(F)cc2)CC1)Nc1ccccc1Br,-25,706,-6.4%,13%,2.5%,-2%,12%,1,15%,7%
CCOC(=O)C1(CCOc2ccccc2)CCN(Cc2cccn2-c2cccnc2)CC1,-20,666,-7.0%,-4%,-0.2%,-2%,-2%,1.1,2%,9%
O=C(/C=C/c1cccc([N+](=O)[O-])c1)NCCSCc1ccco1,-27,731,-4.0%,4%,2.5%,4%,0%,1,1%,2%
O=c1cc(N2CCCCC2)nc2n1CCCS2,.,.,-3.8%,9%,6.5%,-2%,12%,1,7%,-2%

# A few values from the entries so far.
# O=C(/C=C/c1cccc([N+](=O)[O-])c1)NCCSCc1ccco1 | TNAP activators = 1
# COc1cc(/C=C2/SC(=S)NC2=O)ccc1OS(=O)(=O)c1ccc(C)cc1 | Siah-1 displacement = 15%

# The list goes on.
SMILES,Hep lipid drop,Hep lipid drop cells 6.5 µM,XIAP displacement,PMI inhibitors,K1F lysis inhibition,Siah-1 displacement,P. falciparum M17LAP,TNAP activators,human PMI inhibitors,M1AAP inhibition
CC(=O)c1ccc(O)c(CSC2=NCCS2)c1,-1,606,-3.2%,4%,0.4%,4%,20%,1,3%,-3%
Cc1cccc(-n2c(SCN3C(=O)c4ccccc4C3=O)nc3ccccc3c2=O)c1,-10,660,-6.1%,19%,.,2%,-5%,1,9%,-3%
O=C(COc1cc(Cl)c(Cl)cc1Cl)NCCN1CCOCC1,-1,524,-1.4%,-3%,-0.1%,5%,1%,1.2,1%,-2%
COc1ccc(OC)c(NC(=O)CN(C)S(=O)(=O)c2ccc3nc(C)sc3c2)c1,-24,749,-0.5%,-2%,-0.4%,5%,3%,1.1,-1%,6%
CCOC(=O)C1CCCCN1Cc1ccccc1C(F)(F)F (stereo not given),.,.,2.5%,-4%,1.7%,3%,-1%,1.1,-13%,-3%
CCOC(=O)CSc1nc2cc(S(=O)(=O)Nc3ccccc3OC)ccc2o1,-5,696,-5.0%,-7%,-1.1%,0%,-5%,1.1,-8%,-5%
CCC(C)(C)n1nnnc1C(c1ccccn1)N1CCCCC1 (stereo not given),-28,705,-5.0%,1%,0.5%,5%,3%,1.1,14%,13%
CC1(C)CC(C(=O)Nc2nccs2)CCO1 (stereo not given),4,746,-6.1%,4%,0.1%,3%,6%,1,2%,4%
Cc1ccc(NC(=O)COC(=O)/C=C/c2c(C)nn(-c3ccc(F)cc3)c2Cl)cc1F,10,655,-9.6%,12%,4.4%,-1%,5%,1.1,5%,4%
Cn1nc(NC(=O)CC(C)(C)CC(=O)O)c2ccccc21,1,675,.,.,.,2%,4%,.,.,3%
O=S(=O)(Oc1ccccc1N1CCCCC1)c1ccccc1,-11,704,.,.,0.3%,4%,15%,.,.,11%
C/C(=N\NC(=O)c1nn(C)c(C)c1Br)c1ccc(NC(=O)c2ccoc2C)cc1,4,666,-8.1%,-12%,2.5%[50 µM],-7%,23%,0.9,-12%,9%
CC(C)CCNC(=O)c1ccc(CSCc2cccc(F)c2)o1,8,794,-4.1%,16%,4.1%,-3%,8%,1.1,11%,-1%
Nn1c(Cc2cccc3ccccc23)nnc1SCc1ccccc1,-41,686,-2.5%,-11%,0.0%,-2%,11%,1,-7%,-2%
CCOC(=O)C1CCN(C(=O)COC(=O)c2ccc3c(c2)C(=O)N(c2ccc(OCC)cc2)C3=O)CC1,-2,739,-8.9%,0%,-1.1%,-7%,22%,1,5%,-2%

# Fetched one by one from above:
SMILES,Hep lipid drop,Hep lipid drop cells 6.5 µM,XIAP displacement,PMI inhibitors,K1F lysis inhibition,Siah-1 displacement,P. falciparum M17LAP,TNAP activators,human PMI inhibitors,M1AAP inhibition
Nn1c(Cc2cccc3ccccc23)nnc1SCc1ccccc1,-41,686,-2.5%,-11%,0.0%,-2%,11%,1,-7%,-2%
O=C(/C=C/c1cccc([N+](=O)[O-])c1)NCCSCc1ccco1,-27,731,-4.0%,4%,2.5%,4%,0%,1,1%,2%
Cc1cccc(-n2c(SCN3C(=O)c4ccccc4C3=O)nc3ccccc3c2=O)c1,-10,660,-6.1%,19%,.,2%,-5%,1,9%,-3%
C/C(=N\NC(=O)c1nn(C)c(C)c1Br)c1ccc(NC(=O)c2ccoc2C)cc1,4,666,-8.1%,-12%,2.5%[50 µM],-7%,23%,0.9,-12%,9%

# The main list resumes, repeating the 2 entries before the break.
SMILES,Hep lipid drop,Hep lipid drop cells 6.5 µM,XIAP displacement,PMI inhibitors,K1F lysis inhibition,Siah-1 displacement,P. falciparum M17LAP,TNAP activators,human PMI inhibitors,M1AAP inhibition
Nn1c(Cc2cccc3ccccc23)nnc1SCc1ccccc1,-41,686,-2.5%,-11%,0.0%,-2%,11%,1,-7%,-2%
CCOC(=O)C1CCN(C(=O)COC(=O)c2ccc3c(c2)C(=O)N(c2ccc(OCC)cc2)C3=O)CC1,-2,739,-8.9%,0%,-1.1%,-7%,22%,1,5%,-2%
COCCCNc1ncnc2sc3c(c12)CCC(C)C3 (stereo not given),0,734,-6.8%,15%,-0.2%,-2%,9%,1,9%,6%
COc1cccc(/C=N/NC(=O)c2csc(-n3nc(C)cc3C(F)(F)F)n2)c1,-26,696,-2.4%,9%,0.0%,2%,5%,1.1,7%,7%
C[C@]1(C(=O)O)Cc2oncc2C[C@@H]1C(=O)O,5,652,-2.8%,-10%,0.3%[50 µM],-2%,-4%,1,-8%,4%
Cc1ccc(NC(=O)NNC(=O)c2sccc2-n2cccc2)cc1,-1,689,-6.3%,-9%,-0.1%,2%,9%,1.2,-6%,1%
CCOC(=O)C(=CN(CCc1ccccc1)CC(=O)OC)C(=O)OCC,.,.,-2.6%,4%,0.8%,7%,-10%,1.1,-2%,0%
COC(=O)[C@@H](NC(=O)NC1CCCc2ccccc21)C(C)C (stereo not given in full),.,.,-3.3%,0%,1.7%,0%,0%,1.1,5%,7%
CCOC(=O)N1CCC(NC(=O)C2CCN(S(=O)(=O)N3CCC(C)CC3)CC2)CC1,.,.,-4.2%,4%,2.1%,4%,18%,1.1,2%,3%
CCCNC(=O)Cn1cnc([N+](=O)[O-])n1,8,670,-6.4%,8%,2.6%,6%,6%,1.1,11%,9%

# An excerpt of these results, with bars between the fields:
Molecule | Hep lipid drop | Hep lipid drop cells 6.5 µM | XIAP displacement | PMI inhibitors | K1F lysis inhibition | Siah-1 displacement | P. falciparum M17LAP | TNAP activators | human PMI inhibitors | M1AAP inhibition
CCOC(=O)C(=CN(CCc1ccccc1)CC(=O)OC)C(=O)OCC | . | . | -2.6% | 4% | 0.8% | 7% | -10% | 1.1 | -2% | 0%
COC(=O)[C@@H](NC(=O)NC1CCCc2ccccc21)C(C)C (stereo not given in full) | . | . | -3.3% | 0% | 1.7% | 0% | 0% | 1.1 | 5% | 7%
